Screening data (PubChem)
D2 ag – HTS Assay for Allosteric Agonists of the Human D2 Dopamine Receptor: Primary Screen for Agonists; AID 485358, 2010; activation, % at 2 µM; HEK293 T-REx D2 cells, calcium flux agonist mode; 340,000 compounds, 0.53% hits;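 active = activation over 3 SD above normal in the single-dose calcium agonist read, cut at about 30% in these data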; note: 0% is about no effect
Target sequence (P14416 whole entry, looked up): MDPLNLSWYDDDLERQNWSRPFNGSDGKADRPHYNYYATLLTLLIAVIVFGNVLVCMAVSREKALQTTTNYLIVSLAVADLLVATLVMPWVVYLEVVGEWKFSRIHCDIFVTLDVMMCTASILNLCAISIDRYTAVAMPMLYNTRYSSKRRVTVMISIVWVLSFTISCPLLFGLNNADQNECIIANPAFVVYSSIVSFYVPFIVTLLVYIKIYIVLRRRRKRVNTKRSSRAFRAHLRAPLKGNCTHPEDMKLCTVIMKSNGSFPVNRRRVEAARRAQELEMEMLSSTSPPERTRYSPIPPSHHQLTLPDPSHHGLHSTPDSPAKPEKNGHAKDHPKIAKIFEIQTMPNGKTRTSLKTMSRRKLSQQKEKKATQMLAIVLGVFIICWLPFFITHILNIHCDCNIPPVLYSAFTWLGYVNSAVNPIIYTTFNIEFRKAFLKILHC
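HEK293 Trex D2 cells, tetracycline-induced, o/n 30 C 5% CO2; no-wash Ca dye, RT 30–90 min; 10-cycle baseline, 23 nl cpd added, kinetic Ca read 180 s; agonist hits = positive Ca response.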
RXFP1 antagonist – qHTS Assay for Antagonists of the Relaxin Receptor RXFP1. Relaxin receptor 1 (Homo sapiens), Q9HBX9. HEK293-RXFP1, relaxin-stimulated cAMP HTRF, 30 min; stronger effect = lower value. activity change, negative = inhibition, % at 57.5 µM. 350,000 compounds, 0.59% hits;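 active = activity change of -60% or lower, but not beyond a set lower limit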; note: % is set by controls: 0 for no effect and ±100 for the full control effect
TRHR enhancer – qHTS for Small Molecule Agonists and Allosteric Enhancers of Human TRH Receptor: Primary Screen for Enhancers; Thyrotropin-releasing hormone receptor (Homo sapiens), P34981; TRHR cells, fluo-8 calcium fluorescence, EC20 TRH enhancement; enhancement, % at 2 µM; 360,000 compounds, 0.66% hits; AID 493056, 2011; in the data active = enhancement above about 30%; note: 0% is about no effect
Target sequence (P34981 whole entry, looked up): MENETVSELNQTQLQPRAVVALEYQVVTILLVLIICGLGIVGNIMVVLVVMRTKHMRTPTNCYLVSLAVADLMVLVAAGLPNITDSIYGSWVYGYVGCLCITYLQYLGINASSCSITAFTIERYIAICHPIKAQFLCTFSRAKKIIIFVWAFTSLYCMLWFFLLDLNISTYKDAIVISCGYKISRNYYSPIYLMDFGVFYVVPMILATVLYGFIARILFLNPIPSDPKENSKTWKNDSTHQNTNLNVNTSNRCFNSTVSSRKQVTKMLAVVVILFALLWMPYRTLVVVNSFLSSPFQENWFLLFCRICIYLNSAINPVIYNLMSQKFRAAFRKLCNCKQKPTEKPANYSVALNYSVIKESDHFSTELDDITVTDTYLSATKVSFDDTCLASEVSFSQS
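Enhancer read-out: after compound pinning and an initial kinetic agonist-mode read, an EC20 of TRH (10 nM final) was injected and fluo-8 calcium signal (Ex 480/Em 530) followed at 1 s/cycle for 100 cycles in TRHR-expressing cells.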
D1 ag – Allosteric Agonists of the Human D1 Dopamine Receptor: qHTS | HEK293 T-REx D1 cells, calcium flux, agonist mode | activation, % at 2 µM | 360,000 compounds, 1% hits | AID 504660, 2011; note: 0% is about no effect
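Agonism was scored from calcium flux recorded over 180 s (1 read/s) after pintool compound addition, following a 10-cycle baseline. Cells were inducible force-coupled HEK293 TREx D1, plated overnight at 30 C and loaded with no-wash calcium dye.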
D1 PAM – Potentiators of Human D1 Dopamine Receptor: qHTS. D(1A) dopamine receptor (Homo sapiens), P21728. HEK293 TREx D1 cells, calcium flux, dopamine EC20 potentiation. potentiation, % at 10 µM. 360,000 compounds, 0.036% hits; in the data active = potentiation above about 30%; note: 0% is about no effect
D2 antagonist – HTS Assay for Allosteric Antagonists of the Human D2 Dopamine Receptor: Primary Screen for Antagonists; D(2) dopamine receptor (Homo sapiens), P14416; HEK293 TREx D2 cells, calcium flux, dopamine EC80; inhibition, % at 10 µM; 340,000 compounds, 2% hits; AID 485344, 2010; in the data active = inhibition above about 30%; note: 0% is about no effect
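Calcium mobilization kinetics were recorded at 1 s intervals in tetracycline-induced HEK293 T-REx D2 cells, first for 180 s after compound addition and then 180 s after EC80 dopamine.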
D2 PAM – HTS Assay for Positive Allosteric Modulators of the Human D2 Dopamine Receptor: Primary Screen for Potentiators | D(2) dopamine receptor (Homo sapiens), P14416 | HEK293 T-REx D2, calcium flux, EC20 dopamine potentiation | potentiation, % at 10 µM | 340,000 compounds, 0.34% hits;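 active = potentiation over 3 SD above the plate norm, cut at about 30% in these data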; note: 0% is about no effect
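Using a no-wash calcium dye in inducible, force-coupled HEK293 Trex cells expressing D2, we tracked fluorescence each second for 180 s after compound, then for 180 s after EC20 dopamine to detect augmented signalling.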
D1 antagonist – Antagonist of Human D 1 Dopamine Receptor: qHTS; D(1A) dopamine receptor (Homo sapiens), P21728; HEK293 TREx D1 cells, calcium flux, dopamine EC80; stronger effect = lower value; activity change, negative = inhibition, % at 10 µM; 360,000 compounds, 3.2% hits; AID 504652, 2011; in the data active = activity change below about -30%; note: % is set by controls: 0 for no effect and ±100 for the full control effect
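Antagonism measured as reduced calcium response to an EC80 dopamine addition following 180 s compound pre-read; cells were inducible HEK293 Trex D1 plated overnight at 30 C, read kinetically at 1 cycle/sec.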
TRHR ag – qHTS for Small Molecule Agonists and Allosteric Enhancers of Human TRH Receptor: Primary Screen for Agonists. TRHR cells, calcium flux fluo-8, FDSS agonist mode. 360,000 compounds, 0.18% hits. activation, % at 2 µM. Thyrotropin-releasing hormone receptor (Homo sapiens), P34981. AID 493084, 2011; note: 0% is about no effect
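Fluo-8-loaded TRHR cells; 10 s baseline, compound added, kinetic Ca2+ fluorescence read 1/s, agonist mode.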
Active calls of the source: *; · = no result given. Cut-off read from the data, not from the text of the source, unless noted: active = activation above about 30%; inactive = the rest.

SMILES	D2 ag	RXFP1 antagonist	TRHR enhancer	D1 ag	D1 PAM	D2 antagonist	D2 PAM	D1 antagonist	TRHR ag
CCOC(=O)C(NC(=O)CC)(Nc1ccc(S(N)(=O)=O)cc1)C(F)(F)F (stereo not drawn)	-0.4	-7	-13	2	1	-2	-3	-1	-2.0
CC1CCC2(CC1)NC(=O)N(NC(=O)CCc1c[nH]c3ccccc13)C2=O (stereo not drawn)	-1.1	-2	-1	1	-8	9	6	5	0.0
COc1ccc(-c2nc3c4ccccc4n(CC(=O)Nc4cc(F)ccc4F)c(=O)n3n2)cc1	·	-6	6	-2	-1	·	19	·	0.1
CCOC(=O)C1CCCN(C(=O)Cn2ncc3c(C)n(Cc4ccccc4F)c(C)c3c2=O)C1 (stereo not drawn)	-1.1	-4	13	9	-3	·	10	3	-1.9
Cn1c(SCC(=O)N/N=C/C=C/c2ccco2)nc2ccccc21	-1.9	9	-6	1	-4	-23	-8	6	-0.4
Cc1nc2cc(-c3ccc(Cl)cc3)nn2c(C)c1CCC(=O)NCc1ccco1	0.2	·	2	4	·	1	-6	10	1.5
COc1cccc(C(c2sc3nc(C)nn3c2O)N2CCC3(CC2)OCCO3)c1 (stereo not drawn)	1.0	5	-7	1	-1	0	10	-15	0.7
Cc1cc2oc(=O)cc(CN(C)Cc3ccc(OC(F)F)cc3)c2cc1Cl	-0.3	-12	0	10	-10	7	10	-13	-1.3
O=C1Nc2ccccc2Nc2ncccc21	-0.1	1	14	3	-6	6	10	7	0.7
CCc1ccc(C(=O)COC(=O)c2cc([N+](=O)[O-])ccc2N2CCOCC2)cc1	-0.1	-3	-4	6	-3	20	-7	5	0.1

Ordered by value in D1 antagonist (smallest number first): 7 of the compounds above
canonical_smiles | D1 antagonist
Cc1cc2oc(=O)cc(CN(C)Cc3ccc(OC(F)F)cc3)c2cc1Cl | -13
CCOC(=O)C(NC(=O)CC)(Nc1ccc(S(N)(=O)=O)cc1)C(F)(F)F (stereo not drawn) | -1
CCOC(=O)C1CCCN(C(=O)Cn2ncc3c(C)n(Cc4ccccc4F)c(C)c3c2=O)C1 (stereo not drawn) | 3
CC1CCC2(CC1)NC(=O)N(NC(=O)CCc1c[nH]c3ccccc13)C2=O (stereo not drawn) | 5
Cn1c(SCC(=O)N/N=C/C=C/c2ccco2)nc2ccccc21 | 6
O=C1Nc2ccccc2Nc2ncccc21 | 7
Cc1nc2cc(-c3ccc(Cl)cc3)nn2c(C)c1CCC(=O)NCc1ccco1 | 10

(listing goes on)
SMILES	D2 ag	RXFP1 antagonist	TRHR enhancer	D1 ag	D1 PAM	D2 antagonist	D2 PAM	D1 antagonist	TRHR ag
CC(Sc1cccc[n+]1[O-])C(=O)Nc1cccc([N+](=O)[O-])c1 (stereo not drawn)	0.8	-6	11	3	-5	-10	-6	-2	0.4
Cc1oc(-c2ccccc2Cl)nc1CSc1nc2c(c(=O)[nH]1)CCC2	-0.3	·	-1	-3	1	35*	5	-15	-0.5
COc1cc(NC(=O)c2ccc(Cl)cc2)c2ncccc2c1	-0.7	-4	-3	-1	-6	2	13	-4	-0.8
CCc1cc(=O)oc2cc(OCC(=O)NCCCN3CCCC3=O)ccc12	-1.1	5	-2	9	-2	0	-8	-2	0.6
O=C(Nc1ccc(S(=O)(=O)N2CCCC2)cc1)c1cc(=O)c2ccccc2o1	0.1	7	5	0	2	1	-1	2	-0.3
COc1ccc(NS(=O)(=O)c2ccc(C)c(C(=O)N3CC(C)OC(C)C3)c2)cc1 (stereo not drawn)	-0.1	-26	-4	6	1	-10	-4	9	-0.3
CN(C)CCNC(=O)Nc1ccc([N+](=O)[O-])cc1	0.1	-3	-3	0	-4	24	-9	0	0.3
CCOC(=O)C1=C(CC)Nc2ccccc2N=C1NC(=O)c1ccc(S(=O)(=O)N(C)C)cc1	-0.4	14	3	9	-2	-8	5	·	-0.9
C[C@@H](C(=O)OCC(=O)Nc1cc(S(=O)(=O)N2CCOCC2)ccc1Cl)N1C(=O)C2CCCCC2C1=O (stereo partly drawn)	-0.3	-3	4	7	-1	-6	5	-7	-0.7
CCCC(=O)c1ccc(O)cc1O	-1.0	·	18	2	-1	18	-12	-20	-0.6
Cn1cc(C(=O)N2CCN(c3cccc(Cl)c3)CC2)c(=O)c2cc(S(=O)(=O)N3CCCC3)ccc21	3.6	-15	-8	0	1	·	-2	-13	0.7
O=C(COc1ccc2ccc(=O)oc2c1)Nc1ccc(N2CCOCC2)cc1	0.2	-3	-3	2	-5	-9	12	-3	-0.2
COCCN(C(=O)CCC(=O)Nc1ccccn1)C(C(=O)NCCC(C)C)c1ccc(F)cc1 (stereo not drawn)	1.4	19	6	2	·	19	-1	3	0.4
COc1ccc(-c2ccc(=O)n(CC(=O)Nc3cccc(O)c3)n2)cc1OC	0.4	-8	-5	0	2	-4	14	-3	0.4
Cc1oc2c(CN3CCCC(C)C3)c(O)ccc2c(=O)c1-c1ccccc1 (stereo not drawn)	·	2	-4	2	2	-10	10	-2	0.6
COc1ccc(N2CCN(C3(c4ccccc4)C(=O)c4ccccc4C3=O)CC2)cc1	-0.2	3	13	4	-1	·	-6	14	-0.2
Cc1nn(CC(=O)N2CCC(C(N)=O)CC2)c(=O)c2nn(-c3ccccc3)c(C)c12	-0.3	10	14	1	-1	9	7	1	-0.5
O=C(CSc1nc2[nH]ncc2c(=O)n1-c1ccccc1)c1ccc2c(c1)OCCO2	·	0	0	18	-4	·	·	20	2.3
Cc1ccccc1OCC(O)CN1CCN(CC(O)COc2ccccc2C)C(C)C1 (stereo not drawn)	·	-25	-9	7	-12	·	-20	-40*	-0.2
O=C(OCn1ncc(Cl)c(Cl)c1=O)c1cccc(C(F)(F)F)c1	-0.8	-12	2	17	-9	5	11	-36*	-0.2

D2 antagonist: entries above that show a hit
compound | RXFP1 antagonist | TRHR enhancer | D1 ag | D1 PAM | D2 antagonist | D2 PAM | D1 antagonist | TRHR ag
Cc1oc(-c2ccccc2Cl)nc1CSc1nc2c(c(=O)[nH]1)CCC2 | · | -1 | -3 | 1 | 35* | 5 | -15 | -0.5

Further entries.
SMILES	D2 ag	RXFP1 antagonist	TRHR enhancer	D1 ag	D1 PAM	D2 antagonist	D2 PAM	D1 antagonist	TRHR ag
Cc1ccc(NC(=O)Nn2cnnc2)cc1Cl	0.7	4	6	0	-7	-9	4	6	0.0
N#Cc1cc(Sc2ccccn2)c([N+](=O)[O-])cc1C#N	1.8	-2	-3	2	2	-13	-11	-10	3.2
CCOC(=O)N1CCN(C(=O)CS(=O)(=O)c2cn(Cc3ccccc3Cl)c3ccccc23)CC1	-1.2	-3	-3	3	-6	-4	-1	-1	0.8
COc1cc(OC)cc(C(=O)Nc2ccc(-c3nc4ccccc4s3)c(C)c2)c1	-5.1	-2	5	4	4	·	·	19	0.5
O=C(C1CCCN(S(=O)(=O)c2cccnc2)C1)N1CCn2c1nc1ccccc12 (stereo not drawn)	-2.4	-10	-1	0	-2	5	9	-13	0.0
COc1ccccc1NC(=O)Cn1c(=O)n(CCc2ccccc2)c(=O)c2c3c(sc21)CN(C(C)=O)CC3	0.5	·	-4	2	-4	·	4	-6	0.8
COc1ccc(Br)cc1S(=O)(=O)N1CCN=C1C	0.7	9	-7	0	-4	-4	-2	23	0.1
COc1ccc(-n2c(SCC(N)=O)nc3c(oc4ccccc43)c2=O)cc1	·	·	-3	0	-4	·	16	11	-0.2
CCOc1ccccc1NC(=O)Cn1c(=O)n(Cc2ccccc2)c(=O)c2c(C)c(C(=O)N(C)C)sc21	0.1	2	0	4	-2	·	1	-73*	-0.4
COc1ccc(NC(=O)CN(C)S(=O)(=O)c2ccc3c(c2)OCCO3)c2ncccc12	-0.8	-8	2	0	-1	-3	5	4	0.4
O=C(c1cc(-c2ccncc2)nc2ccccc12)N1CCOCC1	-1.1	2	7	2	-2	-3	-9	0	-0.2
O=[N+]([O-])c1ccc(-c2cnc3ccccc3n2)cc1	-0.4	-1	9	2	0	-11	-4	2	-0.1
Cc1cc(C(=O)N2CCCC(N3CCN(c4ccc(F)cc4)CC3)C2)no1 (stereo not drawn)	1.1	-7	6	4	4	12	-15	-8	0.0
COc1cc2c(c(OC)c1OC)-c1ccc(OC)c(=O)cc1[C@@H](N(C)CC#CCO)CC2	-0.1	-6	10	1	3	-5	0	3	-0.1
CC(=O)N1CCN(S(=O)(=O)c2cccc(C(=O)NC3CCCC3)c2)CC1	0.1	1	3	2	2	-7	4	11	0.4
CCCCCn1c(N2CCC(C(N)=O)CC2)nc2c1c(=O)[nH]c(=O)n2C	0.5	7	4	2	5	8	10	5	-0.1
O=C(NCc1ccc(F)cc1)C1CC(=O)N(C2CCCCCCC2)C1 (stereo not drawn)	0.7	8	-6	2	-8	1	-12	2	0.0
CC(=O)c1sc(NC(=O)CN2C(=O)NC3(CCCC3)C2=O)nc1-c1ccccc1	0.5	-8	-1	1	2	3	4	-5	0.5
CCOc1ncccc1C(=O)Nc1ccccc1F	2.2	-3	-7	3	-6	-11	-16	-22	0.9
COc1ccc(CC2(CO)CCN(C(C)COc3ccccc3)CC2)cc1 (stereo not drawn)	·	-19	-5	0	-3	·	·	0	0.0
Cc1c2cnn(CC(=O)NCC(C)c3ccccc3)c(=O)c2c(C)n1Cc1cccc(Cl)c1 (stereo not drawn)	0.0	-26	-3	3	-2	·	11	-10	-1.0
